PPARg SRC-2 ag: agonists of PPARg-SRC-2 recruitment, primary screen, biochemical, HTS; Peroxisome proliferator-activated receptor gamma (Homo sapiens), P37231; PPARgamma LBD-SRC-2 recruitment; activation, % at 8 µM; hit rate 0.34% among 200,000; AID 1032, 2008; in the data active means activation above about 22%;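 further: 0% = vehicle and 100% = reference agonist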
ROMK mod: ROMK potassium channel modulators, primary screen, cell-based, thallium flux, MLSMR library | ATP-sensitive inward rectifier potassium channel 1 (Homo sapiens), P48048 | Tet-inducible ROMK, thallium flux fluorescence; actives lie on both sides | B-score at 10 µM | hit rate 2% among 130,000 | AID 1918, 2009;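 active means signal ratio slope over the read window, or its plate-corrected B-score, at least 3 SD from the plate mean, either direction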;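 further: B-score of the F/F0 ratio slope over 7 to 12 s after thallium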
Target sequence (P48048 whole entry, looked up): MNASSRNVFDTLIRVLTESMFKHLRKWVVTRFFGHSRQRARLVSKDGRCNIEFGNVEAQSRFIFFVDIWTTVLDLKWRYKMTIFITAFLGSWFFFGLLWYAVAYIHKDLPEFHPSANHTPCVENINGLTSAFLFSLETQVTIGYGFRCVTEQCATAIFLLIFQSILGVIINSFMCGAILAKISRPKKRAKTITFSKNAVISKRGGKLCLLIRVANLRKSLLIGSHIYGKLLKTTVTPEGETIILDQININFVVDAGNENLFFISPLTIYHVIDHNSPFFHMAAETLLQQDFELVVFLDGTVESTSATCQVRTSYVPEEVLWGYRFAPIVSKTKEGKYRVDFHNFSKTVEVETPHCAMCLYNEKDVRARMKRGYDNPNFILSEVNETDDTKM
bIAP inh: bovine intestinal alkaline phosphatase inhibitors, primary screen, selectivity assay for TNAP inhibitor project, biochemical, bovine IAP, CDP-star luminescence; alkaline phosphatase, intestinal [Bos taurus]; purified bovine IAP, 30 min; inhibition, % at 20 µM; 190,000 tested, under 10 active;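 active means over 50% inhibition of intestinal alkaline phosphatase at 20 µM in the single-dose screen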
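test system = bovine IAP enzyme | medium = DEA buffer 100 mM, pH 9.8, with MgCl2 1.0 mM, ZnCl2 0.02 mM | detection = luminescence | dosing = single compound dose of 20 µM, 2% DMSO final | incubation = 30 min reaction at room temperature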
PPARg SRC1 recr: PPARgamma agonists recruiting SRC-1 coactivator, primary screen, biochemical. AID 631, 2007. activation, % at 8 µM. PPARgamma-SRC-1 coactivator recruitment biochemical assay. hit rate 0.41% among 200,000. Peroxisome proliferator-activated receptor gamma (Homo sapiens), P37231; in the data active means activation above about 19%;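 further: 0% = DMSO and 100% = reference agonist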
PPARg SRC-3 ag: PPARgamma agonists recruiting SRC-3 coactivator, primary screen, biochemical; Peroxisome proliferator-activated receptor gamma (Homo sapiens), P37231; biochemical PPARgamma/SRC-3 coactivator recruitment assay; activation, % at 8 µM; hit rate 0.26% among 200,000; in the data active means activation above about 23%;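 further: 0% = DMSO and 100% = reference agonist; some compounds past the cut are filed as inactive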
S1P3 antagonist: S1P3 receptor antagonists, primary screen, cell-based; inhibition, % at 4.98 µM; Sphingosine 1-phosphate receptor 3 (Homo sapiens), Q99500; CHO S1P3 NFAT-BLA reporter, FRET fluorescence, antagonist mode; hit rate 0.27% among 170,000;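 active means inhibition above the plate cutoff, the mean inhibition of test wells on that plate plus 3 SD, cut at about 28% in these data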;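 further: cells challenged with S1P at its EC80 of 0.8 µM; blue over green emission ratio from cleaved BLA substrate after 4 h stimulation; 0% = S1P-stimulated wells and 100% = unstimulated DMSO-only wells; some compounds past the cut are filed as inactive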
Target sequence (Q99500 whole entry, looked up): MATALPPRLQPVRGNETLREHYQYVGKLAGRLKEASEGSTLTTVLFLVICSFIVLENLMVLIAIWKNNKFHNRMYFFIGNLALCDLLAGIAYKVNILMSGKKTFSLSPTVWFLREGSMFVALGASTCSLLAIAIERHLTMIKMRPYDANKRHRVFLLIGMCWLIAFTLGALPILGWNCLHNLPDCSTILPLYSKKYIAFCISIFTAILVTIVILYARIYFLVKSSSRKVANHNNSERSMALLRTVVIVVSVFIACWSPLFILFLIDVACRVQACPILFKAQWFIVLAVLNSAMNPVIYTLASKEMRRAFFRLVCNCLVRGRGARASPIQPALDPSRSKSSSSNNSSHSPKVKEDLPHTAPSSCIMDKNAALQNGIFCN
L major viab: Leishmania major promastigote growth inhibition, primary screen; Leishmania major promastigotes, resazurin fluorescence viability; hit rate 9% among 200,000; inhibition, % at 10 µM; AID 1063, 2008; in the data active means inhibition above about 50%;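 further: promastigotes grown with compound for 44 hours at 28 °C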
DTT redox prof: compounds producing H2O2 with reducing agent – biochemical, NIH compound library profiling, artefact control for MLSCN library redox annotation, primary screen. activation, % at 10 µM. hit rate 0.03% among 200,000. AID 878, 2007. DTT-dependent redox cycling H2O2, phenol red/HRP absorbance; 100% = 100 µM peroxide control, 0% = buffer;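 active means activation of at least 50% relative to the plate's high and low controls in the primary single-dose screen; inactive means activation below 50%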;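 further: compound incubated with DTT at 0.8 mM final as the reducing agent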
SRC2 TRFRET art: TR-FRET signal artefacts, primary screen, artefact control for PPARgamma SRC-2 agonist project, biochemical. TR-FRET artefact counter-screen; active compounds read high. TR-FRET ratio at 8 µM. hit rate 0.4% among 200,000. AID 1049, 2008; in the data active means TR-FRET ratio above about 2000; further: inactives centre near 1500
TLR4-MyD88 BLA: inhibitors of TLR4-MyD88 association in cells, primary screen, cell-based, HeLa CL3-4, BLA complementation, FRET ratio. Toll-like receptor 4 (Homo sapiens) + Myeloid differentiation primary response protein …. HeLa CL3-4 TLR4/MyD88 BLA complementation. inhibition, % at 8.4 µM. hit rate 0.18% among 200,000; in the data active means inhibition above about 25%;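 further: 0% = vehicle and 100% = reference inhibitor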
bIAP act: bovine intestinal alkaline phosphatase activators, primary screen, biochemical, bovine IAP, CDP-star luminescence; activation factor at 20 µM; purified bovine IAP, 30 min; active compounds read high; fold of DMSO-control signal, blank-subtracted; hit rate 0.17% among 200,000; alkaline phosphatase, intestinal [Bos taurus];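 active means activation factor of 2 or more at 20 µM, a signal rise over negative controls twice the positive control's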
The depositor's hits bear a star; . = not tested or not shown. Random draw from the library; about 11% have a hit in one of these screens.

No.	Structure	PPARg SRC-2 ag	ROMK mod	bIAP inh	PPARg SRC1 recr	PPARg SRC-3 ag	S1P3 antagonist	L major viab	DTT redox prof	SRC2 TRFRET art	TLR4-MyD88 BLA	bIAP act
1	O=C(CSc1nc2ccsc2c(=O)n1CC1CCC(C(=O)O)CC1)c1ccc(F)cc1 (stereo not given)	6	-0.3	-1	9	4	-30	1	-1.0	1922	-13	1
2	CCOC(=O)c1ccc(Cl)c(S(=O)(=O)N2CCCC2)c1	-8	0.75	-4	-4	3	11	3	-1.0	1642	-19	1
3	Cc1cccc(CS(=O)(=O)Cc2ccc(C(=O)O)o2)c1	0	.	5	6	20	2	-7	1.4	1449	9	0.9
4	CS(=O)(=O)CCC(C(=O)n1nnc2ccccc21)N1C(=O)c2ccccc2C1=O (stereo not given)	-3	0.64	14	0	-4	.	-8	-0.8	1587	-4	0.9
5	CC(Oc1ccccc1)C(=O)NC1CCN(Cc2ccccc2)CC1 (stereo not given)	2	0.033	0	0	1	32	91*	2.5	1416	0	1
6	O=C(NC(=S)Nc1cccc(Cl)c1N1CCCC1)c1ccc(-c2cccc([N+](=O)[O-])c2)o1	3	.	12	-6	-8	.	13	0.1	1506	12	0.9
7	CC(C)CC(=O)Nc1ccc(N2CCN(S(C)(=O)=O)CC2)cc1	2	0.23	0	-1	-4	13	5	-0.4	1463	7	1
8	CCOC(=O)C1(Cc2ccccc2C)CCCN(Cc2ccc(NC(C)=O)cc2)C1 (stereo not given)	8	0.79	-17	2	-1	-34	27	-9.8	1571	0	1.2
9	COc1ccc(C(=O)NCCCc2nc3ccccc3n2Cc2cc(C)ccc2C)cc1OC	4	-0.23	-17	-2	0	5	32	0.4	1630	5	1.2
10	O=C(O)/C=C/C(=O)N1CCN(c2ccc(F)cc2)CC1	4	0.57	11	3	9	5	-5	-0.7	1763	-7	0.9
11	COc1cc(NC(=S)N2CCN(C(c3ccccc3)c3ccccc3)CC2)cc(OC)c1	4	.	8	9	4	.	4	1.4	1570	-7	0.9
12	CCC(=O)Nc1ccc(Nc2nc(Cl)nc(Nc3ccc(NC(=O)CC)cc3)n2)cc1	6	0.0078	-10	8	-2	3	-7	0.6	1492	-3	1.1
13	CCC(CC)c1nnc(NC(=O)Oc2ccccc2)s1	-5	.	-7	3	17	.	-1	0.7	1523	6	1.1
14	CCc1ccc(NC2=NCC(=O)N2c2ccc3c(c2)OCCO3)cc1	5	.	-2	5	0	-18	-3	0.3	1347	-11	1
15	CCC(C(=O)c1ccccc1)N(C(=O)c1ccccc1Cl)N1C(=O)C2C3C=CC(C3)C2C1=O (stereo not given)	-1	.	-3	-5	11	.	27	-2.7	1613	-12	1
16	O=C(CN1CCN(S(=O)(=O)c2ccc(F)cc2)CC1)Nc1ccc2c(c1)OCCO2	4	0.17	9	1	8	-33	0	0.1	1645	8	0.9
17	COc1ccc(NS(=O)(=O)c2ccc(O)c(C(=O)OCC(=O)NC(C)C3CC4CCC3C4)c2)cc1 (stereo not given)	12	-0.068	-7	8	4	-11	-12	-1.9	1603	-5	1.1
18	COc1ccc(CCNCC2C(Oc3ccc(Cl)cc3)C(=O)N2c2ccccc2C)cc1OC (stereo not given)	2	-0.13	-14	10	3	0	33	0.9	1735	-17	1.1
19	CCc1c(C(=O)N/N=C/c2ccc(C)o2)csc1C	-3	0.61	6	-2	8	.	-1	-0.7	1316	3	0.9
20	Cc1noc(C)c1S(=O)(=O)Nc1ccc(C(=O)N2CCN(c3ccc(Cl)cc3)CC2)cc1	4	.	1	9	-1	-29	32	1.8	1607	-18	1

No.	Structure	PPARg SRC-2 ag	ROMK mod	bIAP inh	PPARg SRC1 recr	PPARg SRC-3 ag	S1P3 antagonist	L major viab	DTT redox prof	SRC2 TRFRET art	TLR4-MyD88 BLA	bIAP act
21	Cc1ccc(C)c(NC(=O)c2ccccc2Sc2ccc([N+](=O)[O-])cc2Cl)c1	3	.	12	3	0	-6	96*	0.0	1835	-18	0.9
22	O=C(CCS(=O)(=O)c1ccc(Br)cc1)Nc1ccc2c(c1)OCO2	12	.	12	6	-2	.	11	-4.3	1553	0	0.9
23	C=C1Cn2c(nnc2-c2ccc(Cl)cc2)S1	6	.	7	3	10	5	-3	-1.8	1652	2	0.9
24	CCOC(=O)CSc1nc2ccccc2c(=O)n1CC1COc2ccccc2O1 (stereo not given)	6	0.27	1	12	14	12	11	1.3	1755	6	1
25	COc1ccccc1N(C(=O)c1snc(C(N)=O)c1N)C(C(=O)NC1CCCC1)c1ccco1 (stereo not given)	3	.	12	6	12	1	18	2.1	1644	-9	0.9
26	COC(=O)c1ccccc1S(=O)c1snnc1C (stereo not given)	7	0.018	-9	4	9	-11	1	-0.7	1811	7	1.1
27	CCN(CC)c1nc(Nc2ccccc2)nc(Oc2ccc(=O)n(C)n2)n1	0	-0.025	7	-1	-3	.	37	-1.9	1444	3	0.9
28	Cc1cccc(C)c1NC(=S)/N=C/N(C)C	0	-0.29	2	1	2	-11	-7	-0.4	1581	15	1
29	O=C(O/N=C/c1cccc([N+](=O)[O-])c1)C1CC1	7	.	11	0	7	.	-3	-0.7	1740	6	0.9
30	O=C(NCc1ccc(Cl)cc1)NCC(F)(F)F	-10	-0.0099	-2	-4	-4	-14	25	0.0	1464	-3	1
31	CCn1c(C)nc2cc(-c3nnc(-c4c(-c5ccccc5)noc4C)o3)ccc21	11	0.00069	-1	12	3	.	8	-0.5	1490	2	1
32	O=C(CSc1nnc(-c2ccc(Cl)cc2Cl)n1C1CCCCC1)N1CCCC1	1	.	-8	4	2	.	7	-1.3	1546	1	1.1
33	CCOC(=O)Cc1csc(NC(=O)CSc2nnnn2-c2ccc(C)cc2C)n1	-8	-1.2	2	-7	-4	.	-3	-0.7	1501	14	1
34	Cc1ccc(C(=O)Nc2cc3c(oc2=O)CCCC3=O)cc1	8	.	4	5	3	.	-3	-4.2	1591	-8	1
35	Cc1ccc(S(=O)(=O)N2c3ccccc3NC(=O)C2CC(=O)Nc2ccccc2)cc1 (stereo not given)	-1	-2	-6	10	4	-14	4	1.1	1682	13	1.1
36	COc1ccc(N2C(=O)C3NN=C(C(=O)OCc4ccccc4)C3C2=O)cc1 (stereo not given)	-2	0.48	7	-6	6	-12	-6	4.4	1338	-3	0.9
37	COc1ccc(/C=C/C(=O)OCC(=O)Nc2ccc(Cl)cn2)cc1	15	-0.19	-4	7	3	-7	-4	-0.5	1660	-13	1
38	O=C(N/N=C/c1c(Cl)cccc1Cl)C(=O)NC1CC1	3	0.36	-6	10	3	-14	-8	-0.6	1557	2	1.1
39	O=C(Nc1ccc(F)cc1)NC1CCN(Cc2ccccc2)CC1	8	.	-7	2	1	-6	55*	-0.3	1538	6	1.1
40	O=C(Nc1ccc(Cc2ccncc2)cc1)c1ccc(S(=O)(=O)N2CCOCC2)cc1	0	.	-4	-3	-2	-13	99*	3.3	1654	-26	1

No.	Structure	PPARg SRC-2 ag	ROMK mod	bIAP inh	PPARg SRC1 recr	PPARg SRC-3 ag	S1P3 antagonist	L major viab	DTT redox prof	SRC2 TRFRET art	TLR4-MyD88 BLA	bIAP act
41	O=C(Nc1cccc(Cl)c1)N1CCSc2cc(Cl)ccc21	5	.	4	6	6	.	7	-3.5	1509	-2	1
42	C=CCNC(=S)Nc1ccc2nc(C)c(C)nc2c1	-6	.	5	-5	-1	.	2	2.7	1555	-8	1
43	COC(=O)c1ccc(NC(=O)C(OC)c2ccccc2)cc1 (stereo not given)	0	0.09	7	3	0	-11	-3	-1.7	1594	13	0.9
44	Nc1ccc(Cl)cc1/C(=N/O)c1ccccc1	5	-1.1	19	10	8	.	0	-2.5	1586	11	0.8
45	Cn1nnnc1SCc1cccc(CSc2nnnn2C)n1	3	.	1	0	-5	-6	-5	2.0	1542	-8	1
46	COc1ccc(N2CCN(C(=O)CSc3nnc(Cn4nnc5ccccc54)n3C)CC2)cc1	16	.	-2	-10	0	-8	-2	0.6	1767	5	1
47	O=C(NCc1cccnc1)c1ccc(Cn2c(=S)[nH]c3ccc(Br)cc3c2=O)cc1	-11	-0.9	3	7	4	-6	1	0.6	1604	-12	1
48	COC(=O)C(C)Sc1nc(-c2ccc(OC)cc2)nc2c1c(=O)n(C)c(=O)n2C (stereo not given)	1	-0.25	.	1	13	6	-11	0.9	1418	10	.
49	CNc1ccccc1C(C)(C)c1cc(C)[nH]n1	2	0.015	-6	-3	6	-3	-5	-0.3	1588	-7	1.1
50	Cc1onc(-c2ccccc2Cl)c1-c1nc(-c2ccncc2)no1	7	-0.029	-2	1	8	.	5	0.3	1614	0	1
51	CC(C)CCNC(=O)C(c1ccc(O)cc1)N(Cc1cccs1)C(=O)C1COc2ccccc2O1 (stereo not given)	5	-2.8*	29	3	9	10	100*	-0.1	1524	-6	0.7
52	COc1ccc(C(=O)NC(=O)NC2(C(Cl)(Cl)Cl)OCCO2)cc1	-2	0.65	-6	-3	-3	7	5	0.4	1396	11	1.1

In the list so far, these have fluorine:
No.	Structure	PPARg SRC-2 ag	ROMK mod	bIAP inh	PPARg SRC1 recr	PPARg SRC-3 ag	S1P3 antagonist	L major viab	DTT redox prof	SRC2 TRFRET art	TLR4-MyD88 BLA	bIAP act
1	O=C(CSc1nc2ccsc2c(=O)n1CC1CCC(C(=O)O)CC1)c1ccc(F)cc1 (stereo not given)	6	-0.3	-1	9	4	-30	1	-1.0	1922	-13	1
10	O=C(O)/C=C/C(=O)N1CCN(c2ccc(F)cc2)CC1	4	0.57	11	3	9	5	-5	-0.7	1763	-7	0.9
16	O=C(CN1CCN(S(=O)(=O)c2ccc(F)cc2)CC1)Nc1ccc2c(c1)OCCO2	4	0.17	9	1	8	-33	0	0.1	1645	8	0.9
30	O=C(NCc1ccc(Cl)cc1)NCC(F)(F)F	-10	-0.0099	-2	-4	-4	-14	25	0.0	1464	-3	1
39	O=C(Nc1ccc(F)cc1)NC1CCN(Cc2ccccc2)CC1	8	.	-7	2	1	-6	55*	-0.3	1538	6	1.1

Assay outcomes as filed in PubChem BioAssay.
